PLK1 PBD block: qHTS for Inhibitors of PLK1-PDB (polo-like kinase 1 - polo-box domain): Primary Screen; Serine/threonine-protein kinase PLK1 (Homo sapiens), P53350; Plk1 PBD binding of FITC phosphopeptide, fluorescence polarization; Potency, µM, for the others: max response, negative = inhibition, most hits filed as inhibitors; 360,000 compounds, 2.8% hits; note: potency is the fitted concentration of half-maximal effect; series mostly up to about 57 µM; % is set by controls: 0 for no effect and ±100 for the full control effect; nearly all actives have a fitted effect of over 65% in size
IL2 activator: qHTS of IL-2 Activators; activation, % (series mostly up to about 46 µM); 360,000 compounds, 0.065% hits; IL-2 activation reporter assay, cell-based qHTS; stimulated with anti-CD3/CD4/CD28 beads; in transgenic mouse T cells; AID 652025, 2013; in the data active = activation above about 50%; inconclusive = mostly about 30% to 49%; note: 0% is about no effect
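Unstimulated transgenic mouse T cells; 60-min compound exposure; bead-based TCR/CD4/CD28 stimulation; 18 h culture, 37 degrees C; dual fluorescence (EGFP, DsRed) plate cytometry.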
PI5P4Ka inh: qHTS for Inhibitors of phosphatidylinositol 5-phosphate 4-kinase (PI5P4K); AID 652105, 2013; PI5P4Kalpha enzyme, ADP-Glo luminescence, 60 min; hits give low values; Phosphatidylinositol 5-phosphate 4-kinase type-2 alpha (Homo sapiens), P48426; max response, %; 330,000 compounds, 1.2% hits; active = max response of -50% or lower; inconclusive = between -30% and -50%; inactive = -30% or higher; note: value at the top dose of about 77 µM; % is set by controls: 0 for no effect and ±100 for the full control effect
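Reactions run in 0.038 M HEPES pH 7.4, 0.28 mM EGTA, 0.1% CHAPS and 5% DMSO, with PI5P4Kalpha, substrate, compound and 5 microM ATP final, one hour at room temperature. Readout is ADP-Glo luminescence.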
EPAC1 antagonist: qHTS for Antagonist of cAMP-regulated guanine nucleotide exchange factor 3 (EPAC1): primary screen; Potency, µM (highest dose often 115 µM), for inactives: top-dose activity change, negative = inhibition, actives largely listed as inhibitors; Rap guanine nucleotide exchange factor 3 (Homo sapiens), O95398; EPAC1 GEF assay, Rap1b-BODIPY-GDP exchange fluorescence; AID 720709, 2013; 360,000 compounds, 0.14% hits;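 note: potency is the fitted concentration of half-maximal effect; plate controls were vehicle for no effect and positive control for full effect; nearly all actives have a fitted effect of over 50% in size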
Target sequence (O95398 whole entry, looked up): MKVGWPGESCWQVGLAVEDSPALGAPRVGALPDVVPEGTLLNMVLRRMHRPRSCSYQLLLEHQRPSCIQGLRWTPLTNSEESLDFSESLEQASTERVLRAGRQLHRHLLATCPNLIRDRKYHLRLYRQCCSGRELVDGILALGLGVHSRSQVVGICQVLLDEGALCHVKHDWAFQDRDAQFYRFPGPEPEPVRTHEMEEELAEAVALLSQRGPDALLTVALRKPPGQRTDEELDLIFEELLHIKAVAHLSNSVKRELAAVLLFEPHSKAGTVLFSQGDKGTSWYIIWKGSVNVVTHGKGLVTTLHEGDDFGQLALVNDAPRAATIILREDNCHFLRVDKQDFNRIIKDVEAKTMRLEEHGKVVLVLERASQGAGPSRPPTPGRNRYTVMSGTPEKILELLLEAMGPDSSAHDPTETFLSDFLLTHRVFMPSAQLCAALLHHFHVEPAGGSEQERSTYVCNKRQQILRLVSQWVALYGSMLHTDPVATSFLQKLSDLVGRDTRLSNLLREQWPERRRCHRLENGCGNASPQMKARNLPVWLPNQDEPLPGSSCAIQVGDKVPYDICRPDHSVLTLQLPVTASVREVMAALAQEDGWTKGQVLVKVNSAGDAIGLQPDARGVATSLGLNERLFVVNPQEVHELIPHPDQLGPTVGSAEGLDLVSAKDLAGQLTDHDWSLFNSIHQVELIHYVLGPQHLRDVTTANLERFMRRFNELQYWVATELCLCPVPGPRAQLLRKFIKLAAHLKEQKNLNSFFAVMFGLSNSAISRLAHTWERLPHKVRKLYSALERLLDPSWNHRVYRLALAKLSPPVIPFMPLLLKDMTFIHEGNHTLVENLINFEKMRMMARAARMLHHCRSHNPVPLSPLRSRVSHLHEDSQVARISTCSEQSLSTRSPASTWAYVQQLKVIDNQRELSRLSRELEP
EPAC2 agonist: qHTS for Agonist of cAMP-regulated guanine nucleotide exchange factor 4 (EPAC2): primary screen. Rap guanine nucleotide exchange factor 4 (Homo sapiens), Q8WZA2. EPAC2 activation, biochemical qHTS; response scale: 100% = 6.5 mM cAMP response. 360,000 compounds, 0.079% hits. AID 720711, 2013. Potency, µM (series often up to 154 µM), for inactives: at the highest dose activation, hits mostly activators; note: potency is the fitted concentration of half-maximal effect; nearly all actives have a fitted effect of over 50% in size
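Exchange assay: 100 nM EPAC2 with 250 nM Rap1B-BODIPY-GDP and 50 uM GDP. Fluorescence (ex 480/em 540 nm) read every 5 min for 30 min at room temperature. Data normalized to 6.5 mM cAMP as agonist control.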
CCT chaperon mod: High-Throughput Screening for Modulators of Cytosolic Chaperonin Activity; purified chaperonin ATPase assay, HTRF ADP detection, 30 min; 360,000 compounds, 0.3% hits; activity change, % (test concentration not listed), hits read low; AID 651819, 2012; in the data active = activity change below about -30%; note: % is set by controls: 0 for no effect and ±100 for the full control effect
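Enzyme 40 or 20 nM (batch-dependent) in Tris pH 7.4/KCl/MgCl2/DTT; cpd 76 uM single point; ATP 10 uM; 30 min 37 °C; Transcreener ADP HTRF detection, 30 min RT; ratio 665/615.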
WRN helicase inh: qHTS for Inhibitors of WRN Helicase; Bifunctional 3'-5' exonuclease/ATP-dependent helicase WRN (Homo sapiens), Q14191; WRN helicase unwinding, fluorescent forked duplex, kinetic; Potency, µM (top dose mostly 114 µM), without a hit: at the top dose activity change, negative = inhibition, usual class: inhibitors; 360,000 compounds, 0.46% hits; AID 651768, 2012; note: potency is the fitted concentration of half-maximal effect; % is set by controls: 0 for no effect and ±100 for the full control effect; nearly all actives have a fitted effect of over 55% in size
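Fluorescence dequenching readout, ex 525 nm/em 598 nm, kinetic mode: forked duplex DNA (100 nM final) with adjacent fluorophore and quencher unwound by WRN (20 nM final) with 2 mM ATP. Compound preincubation 15 min, room temperature.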
EPAC1 agonist: qHTS for Agonist of cAMP-regulated guanine nucleotide exchange factor 3 (EPAC1): primary screen; Rap guanine nucleotide exchange factor 3 (Homo sapiens), O95398; 360,000 compounds, 0.073% hits; EPAC1 agonist qHTS, biochemical assay; response scale: 100% = response to 6.5 mM cAMP; Potency, µM (highest dose often 154 µM), without a hit: at the highest dose activation, most hits filed as activators; note: potency is the fitted concentration of half-maximal effect; nearly all actives have a fitted effect of over 60% in size
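Compounds were pinned as a concentration titration into mixtures of EPAC1 (100 nM), BODIPY-GDP-loaded Rap1B (250 nM) and GDP (50 uM). After 5 min at room temperature, fluorescence was followed for 30 min; activity was scaled to 6.5 mM cAMP.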
* hit, by the source's call; ? = inconclusive; / = not tested or not shown; [ ] = dose if it differs, or a comment. Unless noted, calls come from the whole dose curve; as a rule, active = well fitted curve in the direction sought with a large enough effect; inconclusive = small, poorly fitted or top-dose-only effect, or another doubt; inactive = no such curve, though single readings can be large; an effect the other way counts as inactive or inconclusive. The list is partial; the hit share may differ from the screen's.

SMILES	PLK1 PBD block	IL2 activator	PI5P4Ka inh	EPAC1 antagonist	EPAC2 agonist	CCT chaperon mod	WRN helicase inh	EPAC1 agonist
NC(=O)c1cc([N+](=O)[O-])c(Cl)cc1NCc1cccnc1	-23%	0.1	-1	-2%	-1%	-1.0	5%	-10%
COc1ccc(CCNCc2ccc(OCc3ccccc3)cc2)cc1	-3%	0.1	10	-10%	5%	1.0	-3%	3%
COc1ccc(Cl)cc1NC(=O)CN(C)C(=O)c1ccc(COc2ccccc2)cc1	-5%	-0.8	17	-14%	9%	-6.4	-4%	17%
CC(Sc1nnc(C2CC2)n1C)C(=O)Nc1ccc2c(c1)CCC2 (configuration not stated)	-8%	1.2	6	7%	9%	0.4	-3%	-5%
Cc1cc(C)n(CC(C)NC(=O)c2cc(COc3ccc(F)c(F)c3)on2)n1 (configuration not stated)	-4%	-0.3	-1	-9%	1%	-2.9	-2%	4%
O=C(N/N=C/c1cccc2ccccc12)c1ccc(CN2CCOCC2)cc1	5%	-1.0	0	2%	-1%	-0.7	5%	1%
CCCCCn1c(CNC(=O)CC)nc2ccccc21	-8%	-3.3	4	37%[activator]	9%	0.0	1%	8%
COc1ccc(C(=O)NCc2nnc(SCC(=O)N3CCCCC3)o2)cc1	-10%	-2.1	2	-11%	11%	2.5	-20%[57.1 µM]	4%
Clc1ccc(Oc2nc(N3CCOCC3)nc(N3CCOCC3)n2)cc1	-2%	-0.1	-3	7%	-7%	-7.5	7%	0%
CC(C)Oc1ccc(C2CC(=O)N(c3cccc(Br)c3)C2=O)cc1 (configuration not stated)	9%	1.5	4	-25%	5%	0.0	-2%	12%
CCC1CCCCN1C(=O)CCNC(=O)Cn1cnc2ccccc2c1=O (configuration not stated)	-6%	1.6	5	17%	6%	0.3	1%	10%
CCC(=NN=C(CC)c1ccccc1O)c1ccccc1O	1%	1.9	8	?	4%	1.2	-3%	9%
COc1cc2c(cc1O)C(CSC)Cc1cc3c(cc1N(C)CC2)OCO3 (configuration not stated)	-10%	-3.5	3	-21%	28%	-2.0	-9%	16%
COc1ccc(C(NC(=O)C2CCN(CCOc3ccc(Cl)cc3Cl)CC2)c2ccccn2)cc1 (configuration not stated)	-8%	-0.7	-5	-16%	19%	-0.6	5%	3%
O=C(COc1ccccc1[N+](=O)[O-])NCc1cccnc1	-9%	-0.2	-2	-29%	8%	-2.9	-3%	3%
O=C(Nc1ccccc1)Nc1cccc2cccnc12	1%	-0.4	4	-2%	16%	-1.3	-17%	8%
Cc1cnc(NC(=O)Nc2ccccc2)c(C)n1	6%	-3.6	-5	13%	6%	0.1	3%	-10%
COc1ccc(CCNC(=S)NC2CCN(Cc3ccccc3)CC2)cc1OC	-12%	-0.3	6	7%	8%	-1.2	-2%	1%
Cc1noc(C)c1CSCC(=O)Nc1cc(C(F)(F)F)ccc1N1CCCCC1	-3%	-5.8	12	-8%	4%	2.2	-10%	-1%
Cc1c(N=C2SCC(=O)N2/N=C/c2ccccc2Cl)c(=O)n(-c2ccccc2)n1C	-22%	1.2	6	-20%	7%	1.0	-4%	4%
Cc1ccc(OC(=O)COc2ccccc2C)cc1	-5%	1.2	6	2%	9%	0.9	-8%	6%
COc1ccc(-c2n[nH]c3c2CN(C(=O)c2ccccc2)CC3)cc1	2%	-1.2	-2	20%	0%	-0.7	6%	-2%
COc1ccccc1OCC(=O)NC1CC(C)(C)NC(C)(C)C1	5%	-1.0	-7	2%	5%	2.0	-8%	7%
O=C(NCCCN1CCCC1=O)c1cc(S(=O)(=O)N2CCOCC2)c(Cl)cc1Cl	2%	3.2	0	-13%	5%	-0.5	11%	3%
C[C@@H]1C=C[C@](Cc2ccccc2)(C(=O)NCCc2c[nH]c3ccccc23)N1C(=O)c1ccccc1	-3%	-0.2	-2	-14%	10%	-1.0	-1%	-7%
CN1CN(C)c2cccc3cccc1c23	-9%	-1.4	-3	-2%	7%	-2.1	5%	6%
O=C(CCc1nc2ccccc2s1)NCc1ccccc1F	?	-0.3	1	5%	6%	-0.5	0%	6%
CCC(OC(=O)CC1Sc2ccccc2NC1=O)C(=O)NCC1CCCO1 (configuration not stated)	?	8.0	/	-2%	-1%	-13	-13%	-2%
CCCC(=O)N1CCC1(C)C(=O)Nc1ccc(C)cc1 (configuration not stated)	4%	0.8	3	7%	3%	1.4	-1%	6%
COc1ccc(OC)c(C(C)NC(=O)C(C)Cc2ccccc2)c1 (configuration not stated)	-6%	1.0	-4	-11%	0%	-0.6	-13%	5%
CCCCOc1ccc(C(=O)NCC(=O)NC2CCCCC2)cc1	-13%	-0.2	2	-13%	5%	-0.1	0%	10%
COc1cc(/C=C2/SC(=NCc3ccccc3)N(Cc3ccccc3)C2=O)ccc1O	11%	-1.1	23	6%	18%	2.5	-16%	14%
C[C@H](NC(=O)c1ccccc1)C(=O)OCC(=O)c1c[nH]c2ccccc12	-3%	0.9	1	-18%	11%	-0.7	6%	8%
CCC(=O)Nc1ccc(NC(=O)c2cccc(OC)c2)nc1	3%	-1.3	-9	9%	4%	-0.1	-7%	3%
COc1ccc(N(CC(=O)N/N=C/c2ccc(OC)c(OC)c2)S(=O)(=O)c2ccccc2)cc1	3%	-1.1	-4	-10%	5%	-3.7	-17%	-3%
Cc1ccc(CNS(=O)(=O)CCNC(=O)c2ccc3c(c2)OCO3)cc1	-7%	-0.6	1	-16%	8%	0.3	-13%	-46%
COc1ccc(S(=O)(=O)N2CC(O)CC2C(=O)OCC(=O)Nc2ccc(Cl)cn2)cc1 (configuration not stated)	-1%	-3.3	3	10%	-5%	1.5	1%[57.1 µM]	-2%
COc1ccc(CCNS(=O)(=O)c2ccccc2)cc1OC	-4%	-1.7	3	-13%	-6%	-0.1	0%	12%
Cc1cc(Br)ccc1OCC(=O)NNC(=O)c1ccc(NC(=O)C2CC2)cc1	-13%	2.1	6	-17%	-11%	1.1	13%	-2%
C/C(=N\NC(=O)CNc1cccc(C(F)(F)F)c1)c1cccs1	-5%	0.0	11	-6%	-1%	0.0	-5%	2%
Cc1ccnn1CCC(=O)N1CCCC(N2CCN(c3cccc(Cl)c3)CC2)C1 (configuration not stated)	-9%	-4.1	-6	8%	-2%	-2.6	1%	-1%
O=C(CN(C1CCCCC1)S(=O)(=O)c1ccccc1)N1CCCC1	-4%	-0.7	11	10%	7%	0.5	0%	-4%
CC1CCN(c2ccc(C=O)o2)CC1	-13%	0.0	-3	-18%	6%	-1.9	-7%	-3%
O=C(NNC(=S)NCc1ccco1)c1cccs1	-12%	0.4	1	3%	0%	-1.7	-14%	10%
CC(C)=CCCC1=CCC2C(=O)NNC(=O)C2C1 (configuration not stated)	-5%	-0.9	2	-4%	-7%	-1.5	0%	2%
Cc1cc(C(=O)Nc2nncs2)oc1C	-12%	0.3	1	12%	12%	-0.4	4%	13%
CCCCn1c(N)c(N(CC(C)C)C(=O)CSc2nnc(-c3ccc(Cl)cc3)o2)c(=O)[nH]c1=O	1%	0.9	6	-2%	-2%	-0.2	2%	9%
CCSc1nc(O)cc(=O)[nH]1	0%	0.5	-2	1%	4%	-0.6	0%	11%
CC(C)[C@H](CN(N=O)[C@@H](Cc1ccccc1)CN(C)N=O)N(CCc1ccccc1)N=O	-16%	-0.5	1	-7%	7%	-1.8	-7%	-1%
Cc1cccc(NC(=O)c2cccc(NC3=NC4CS(=O)(=O)CC4S3)c2)c1 (configuration not stated)	-13%	0.6	-6	-22%	20%	-0.7	9%	0%
Cc1nc(SCC(=O)N2CC(=O)Nc3ccccc32)nc(C)c1C	-9%	-0.7	1	8%	3%	-4.6	3%	3%
CC(C)(C)c1ccc(C(=O)N2CCN(CCNC(=O)C(=O)NCc3ccccc3)CC2)cc1	-3%	0.3	2	-3%	-13%	1.1	3%	1%
O=C(CCc1ccccc1)N=C1SC2CS(=O)(=O)CC2N1c1ccc(F)cc1 (configuration not stated)	-2%	-3.1	-8	-10%	-11%	1.8	10%	-12%
CC12COC3(C(=O)Nc4ccc5ccccc5c4)CC1CCC32C (configuration not stated)	7%	1.8	13	0%	5%	0.4	-6%	15%
Cc1noc(C)c1CS(=O)(=O)c1ccc([N+](=O)[O-])cc1	-6%	-0.3	-3	-1%	17%	2.0	7%	6%
COc1ccc(/C=N/N2CCN(Cc3ccccc3)CC2)cc1	5%	0.1	-3	7%	-1%	-0.1	6%	7%
CN(C(=O)COC(=O)C(C)(C)Oc1ccc(Cl)cc1)c1c(N)n(Cc2ccccc2)c(=O)[nH]c1=O	-1%	-4.4	8	-11%	0%	-1.8	7%	-19%
Cc1nn(-c2ccccc2)c2[nH]c(=O)c(CNc3ccc(N4CCOCC4)cc3)cc12	3µM*	1.4	-25	-7%	10%	0.8	-35%	-4%

Retrieved by structure from the entries so far, 2 records:
SMILES	PLK1 PBD block	IL2 activator	PI5P4Ka inh	EPAC1 antagonist	EPAC2 agonist	CCT chaperon mod	WRN helicase inh	EPAC1 agonist
O=C(NNC(=S)NCc1ccco1)c1cccs1	-12%	0.4	1	3%	0%	-1.7	-14%	10%
Cc1nc(SCC(=O)N2CC(=O)Nc3ccccc32)nc(C)c1C	-9%	-0.7	1	8%	3%	-4.6	3%	3%

Profiles from above. Order of screens: PLK1 PBD block | IL2 activator | PI5P4Ka inh | EPAC1 antagonist | EPAC2 agonist | CCT chaperon mod | WRN helicase inh | EPAC1 agonist
COc1ccc(Cl)cc1NC(=O)CN(C)C(=O)c1ccc(COc2ccccc2)cc1 reads -5% | -0.8 | 17 | -14% | 9% | -6.4 | -4% | 17%
CC12COC3(C(=O)Nc4ccc5ccccc5c4)CC1CCC32C (configuration not stated) reads 7% | 1.8 | 13 | 0% | 5% | 0.4 | -6% | 15%

Assay outcomes: PubChem BioAssay, National Center for Advancing Translational Sciences (NCATS)
